# 12-LOX inh = blocks human arachidonate 12S-lipoxygenase; P18054; purified 12hLO, xylenol orange hydroperoxide absorbance; Potency, µM (top dose mostly 108 µM), for inactives: at the top dose activity change, negative = inhibition, usual class: inhibitors; 580,000 compounds, 1.1% hits; active means well fitted inhibition curve with a large enough effect; inconclusive means small, poorly fitted or top-dose-only effect, or another doubt; inactive means no such curve, though single readings can be large or run the other way; further: potency means the concentration at half of the fitted maximal effect
# Target sequence (P18054 whole entry, looked up): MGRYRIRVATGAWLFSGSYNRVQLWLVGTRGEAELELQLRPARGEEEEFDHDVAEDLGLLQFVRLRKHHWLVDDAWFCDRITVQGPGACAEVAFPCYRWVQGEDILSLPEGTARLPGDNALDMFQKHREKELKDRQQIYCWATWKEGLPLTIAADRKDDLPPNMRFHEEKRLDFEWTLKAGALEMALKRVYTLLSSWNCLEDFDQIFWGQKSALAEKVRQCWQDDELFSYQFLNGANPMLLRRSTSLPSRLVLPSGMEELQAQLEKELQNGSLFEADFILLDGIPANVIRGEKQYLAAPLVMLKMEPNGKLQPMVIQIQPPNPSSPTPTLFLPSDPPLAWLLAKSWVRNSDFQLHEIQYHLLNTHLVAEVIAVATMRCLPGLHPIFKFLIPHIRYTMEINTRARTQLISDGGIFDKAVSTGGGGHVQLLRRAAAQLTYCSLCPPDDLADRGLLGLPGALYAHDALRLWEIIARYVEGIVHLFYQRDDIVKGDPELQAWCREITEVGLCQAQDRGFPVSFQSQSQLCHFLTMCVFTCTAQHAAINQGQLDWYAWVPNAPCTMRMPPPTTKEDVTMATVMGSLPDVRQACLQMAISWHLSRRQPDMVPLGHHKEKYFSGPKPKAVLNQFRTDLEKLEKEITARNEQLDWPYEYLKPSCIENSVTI
#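 Hydroperoxide product was detected by ferrous iron/xylenol orange as the 573 to 405 nm absorbance ratio. Arachidonic acid at 40 uM (final) was turned over for 30 min at room temperature by 150 nM human 12hLO, pH 7.0 Hepes buffer, after 15 min compound preincubation.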
# LDHA inh = blocks human lactate dehydrogenase A | P00338 | purified LDHA, NADH/diaphorase-resazurin fluorescence; hits give low values | activity change, % (values are at about 110 or 230 µM) | 480,000 compounds, 0.15% hits | AID 1347041; in the data active means activity change below about -30%; inconclusive means mostly about -25% to -30%;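 further: plate controls were DMSO wells for no effect and wells without enzyme for full effect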
#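 LDH5 2 nM; NADH 0.06 mM, pyruvate 0.2 mM; 200 mM Tris pH 7.4, EDTA, Tween-20; 5 min RT. Detection: diaphorase 0.133 mg/mL + resazurin 37 µM, fluorescence ex540/em590 at 0 and 20 min; normalized to enzyme-free and DMSO wells.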
# * = called active by the depositor; ? = inconclusive; [ ] = dose if it differs, or a comment. Unless noted, on the % scale 0 is the no-effect control and ±100 the full control effect. An excerpt; rates above refer to the full screens.
SMILES,12-LOX inh,LDHA inh
Cc1ccc(Cc2nc3ccccc3n2C(CCc2ccccc2)c2nc3ccccc3[nH]2)cc1 (stereo unspecified),-27%,-1
CCN(CC)Cc1ccccc1CNC(=O)c1cc2cccc(OC)c2oc1=O,?,20
CCOP(=O)(OCC)c1nc(-c2ccc(C)cc2)oc1NCc1ccco1,-23%,1
COc1ccccc1-c1nc(CSc2nc(C)cc(=O)[nH]2)c(C)o1,?,1
COc1cc(C(=O)Nc2ccc(N3CCCC3)nc2)cc2c1OCCO2,-6%,32
CC(C)=CCC[C@H](C)C[C@@H]1Cc2[nH]c(=S)[nH]c(=O)c2[C@@H](c2ccc(F)cc2)O1,-20%,-2
O=C(O)CSCc1ccc(Br)cc1,-12%,6
N#Cc1ccc(OCC(O)Cn2cnc3ccc(Br)cc3c2=O)cc1 (stereo unspecified),?,-4
Cc1c2c(=O)n(-c3ccc(Cl)cc3)[nH]c2cc(=O)n1Cc1ccc(Cl)cc1,?,-3
COc1ccc(-c2nnc(SCC(=O)NCc3ccccc3CN3CCOCC3)n2C)cc1,31%[activator],-6
C=C(C)COc1ccc(C(N)=O)cc1,20%,1
O=C(O)CNCc1cccnc1,?,0
CC(NC1CC1)c1ccc(Cl)cc1 (stereo unspecified),?,-5
CC(C)Oc1ccc(C(=O)NC2CCCC2)cc1,-25%,0
O=C1c2ccccc2C(c2c[nH]c3ccccc23)N1CCc1ccccc1 (stereo unspecified),3%,11
COCCNc1oc(-c2cccc(Cl)c2)nc1S(=O)(=O)c1ccc2c(c1)OCCO2,?,-3
COC(=O)CC1C(=O)NCCN1S(=O)(=O)c1cccc(Br)c1 (stereo unspecified),9%,-6
COCCn1cnc2c1c(=O)n(CC(=O)NC13CC4CC(CC(C4)C1)C3)c(=O)n2Cc1ccccc1,9%,-1
N#CC1(C(N)=O)C(c2cccs2)CC(=O)CC1c1cccs1 (stereo unspecified),?,8
Cc1cc(C#N)ccc1OCc1ccc(C#N)cc1,?,-8
Cc1[nH]c2ccccc2c1C(=O)C(=O)Nc1cccc(Cl)c1C,-7%,10
CCCCCCCNC(=O)CC#N,26%,-2
COc1ccc(C2Nc3ccccc3C(=O)N2c2ccc(C)cc2)cc1CN1CCOCC1 (stereo unspecified),2%,2
O=C(/C=C/c1ccc(O)cc1)c1cccc(Br)c1,?,8
O=C(COc1coc(CN2CCN(c3ccccc3)CC2)cc1=O)c1ccccc1,-26%,5

# One compound at a time, as listed above. Order of screens: 12-LOX inh, LDHA inh
# Entry for `COCCn1cnc2c1c(=O)n(CC(=O)NC13CC4CC(CC(C4)C1)C3)c(=O)n2Cc1ccccc1` : 9%, -1
# Entry for `Cc1ccc(Cc2nc3ccccc3n2C(CCc2ccccc2)c2nc3ccccc3[nH]2)cc1` (stereo unspecified) : -27%, -1

# Remaining list, next part
SMILES,12-LOX inh,LDHA inh
c1ccn2cc(CSc3ccc4c(c3)OCCCO4)nc2c1,72%,7
CC(=O)c1c(C)nc2ccccc2c1C,?,7
CSc1ccc(Cl)c(C(=O)O)c1,-23%,-9
CC(Sc1nc(CN2CCOCC2)nc2ccccc12)C(=O)Nc1cccc(F)c1 (stereo unspecified),6%,-10
CSCCC(NC(=O)C1CCC(C)CC1)C(=O)Nc1ccc2c(c1)OCCO2 (stereo unspecified),-20%,-7
Brc1cccc(-c2noc(-c3cnccn3)n2)c1,-2%,4
CCCCc1[nH]nc2c1C1(C(=O)Nc3ccc(Cl)cc31)C(C#N)=C(N)O2 (stereo unspecified),?,2
CCCCNc1nc2c(c(=O)n(Cc3ccc(Br)cc3)c(=O)n2C)n1C,?,0
c1ccc(CNCc2ccc(OCc3ccccc3)cc2)cc1,?,0
CCCCn1c(=O)[nH]c(=O)c2c1nc(CSc1ncn[nH]1)n2CC,-25%,6
S=C(NCCSc1ccc(Cl)cc1)Nc1ccccc1,?,4
CC(CC(=O)O)NC(=O)OCc1ccccc1 (stereo unspecified),50%[activator],1
Cn1c(=O)c2c(nc(Cl)n2CC(=O)N(C2CC2)C2CCS(=O)(=O)C2)n(C)c1=O (stereo unspecified),?,8
CCc1c(C)sc(NC(=O)c2ccc(C(C)(C)C)cc2)c1C#N,?,-1
COc1cc(C=O)c(Br)cc1OCCc1ccccc1,-14%,1
O=C(O)C(c1c[nH]c2cc(Cl)ccc12)N1CCN(CCOc2ccc(Cl)cc2)CC1 (stereo unspecified),35µM*,6
Cc1nc(Nc2ccc(NC(=O)c3ccc(Br)o3)cc2)cc(N2CCOCC2)n1,3%,3
Cc1cc(C)cc(C(=O)N(Cc2ccco2)C2CC2)c1,26%,6
COc1cc(CNCC2CCNCC2)ccc1OCc1ccccc1Cl,?,1
O=C(Nc1ccc(Br)c(Cl)c1)c1ccc(-c2ccccc2)cc1,-20%,-20
CC(=O)C(C)(CCC(=O)O)CCC(=O)O,0%,2
Cc1ccc(-c2nc3ccc(C)cn3c2Cc2cccc(F)c2)cc1,0%,2
Cc1ccccc1C(=O)Nc1ccc2c(c1)nc(CN1CCC(C)CC1)n2C,6%,11
CC(C)CN(C)C(=O)/C=C/c1ccc(-c2ccccc2)s1,?,-5
CC(C)c1ccc(Nc2c3c(nc4ccccc24)CCCC3)cc1,?,7

# Five entries from above, with values under each structure:
# Below each compound – 12-LOX inh	LDHA inh
- COC(=O)CC1C(=O)NCCN1S(=O)(=O)c1cccc(Br)c1 (stereo unspecified)
  9%	-6
- COc1ccc(C2Nc3ccccc3C(=O)N2c2ccc(C)cc2)cc1CN1CCOCC1 (stereo unspecified)
  2%	2
- C=C(C)COc1ccc(C(N)=O)cc1
  20%	1
- CC(=O)C(C)(CCC(=O)O)CCC(=O)O
  0%	2
- CC(=O)c1c(C)nc2ccccc2c1C
  ?	7

# 6 of the compounds above, with tabs.
SMILES	12-LOX inh	LDHA inh
Cn1c(=O)c2c(nc(Cl)n2CC(=O)N(C2CC2)C2CCS(=O)(=O)C2)n(C)c1=O (stereo unspecified)	?	8
CCc1c(C)sc(NC(=O)c2ccc(C(C)(C)C)cc2)c1C#N	?	-1
COc1cc(C=O)c(Br)cc1OCCc1ccccc1	-14%	1
O=C(O)C(c1c[nH]c2cc(Cl)ccc12)N1CCN(CCOc2ccc(Cl)cc2)CC1 (stereo unspecified)	35µM*	6
Cc1nc(Nc2ccc(NC(=O)c3ccc(Br)o3)cc2)cc(N2CCOCC2)n1	3%	3
Cc1cc(C)cc(C(=O)N(Cc2ccco2)C2CC2)c1	26%	6

# Next section.
SMILES,12-LOX inh,LDHA inh
Cc1nc(-c2ccc(CNC(=O)c3ccccn3)s2)cs1,-2%,0
CC(C)c1nnc(NC(=O)NCC(O)c2ccccc2F)s1 (stereo unspecified),4%,3
Cc1cc(C)cc(NC(=O)c2ccc3c(c2)CCC3)c1,-46%,-6
CN(Cc1ccccc1)C(=O)C1CCN(Cc2cccc3ccccc23)CC1,1.3µM*,1
Cc1c(OCC(=O)Nc2cc(Cl)cc(Cl)c2)c(=O)ccn1CCO,9%,-13
CCNC(=O)CN1CCN(C(C(=O)O)c2cn(CC(=O)O)c3ccccc23)CC1 (stereo unspecified),?,11
CCCC1CCC(c2ccc(OC(=O)c3ccncc3)cc2)CC1 (stereo unspecified),-35%,0
Cc1cc(C(=O)CN2CCN(CC(=O)Nc3ccccc3Cl)CC2)c(C)n1CCc1cccs1,-59%,-3
Cc1ccc(C)c(Oc2ccc(CNC(=O)c3ccc4c(c3)NC(=O)CS4)cn2)c1,-40%,8
O=C(c1ccc2c(=O)n(-c3ccccc3F)cnc2c1)N1CCOCC1,-4%,-7
Cn1c(=O)[nH]c(=O)c2c1nc(N1CCN(Cc3ccc(F)cc3)CC1)n2CCc1ccccc1,15%,14
O=S1(=O)NCC(O)c2sccc21 (stereo unspecified),?,?
Cc1nccc(-c2cccc(NC(=O)c3cc[n+]([O-])cc3)c2)n1,-30%,1
COc1ccc(NC(=O)c2ncoc2-c2ccc(C)o2)cc1OC,?,3
O=C(CCc1nc(CSc2n[nH]c(-c3ccc(Cl)cc3)n2)no1)Nc1ccc2ccccc2c1,-27%,3
CC(C)NC(=O)CN(C)CC(O)COc1cc(Cl)ccc1Cl (stereo unspecified),?,0
CC(=O)c1c(Cl)nc2ccc(Cl)cc2c1-c1ccccc1,4%,4
COc1ccc(CCNc2oc(CC(C)C)nc2C#N)cc1OC,-5%,-9
Cc1cccc(Nc2nc(-c3ccc(C)cc3C)cs2)c1,?,-1
O=C(COc1ccc(F)cc1)Nc1ccc2oc(-c3cccc(Cl)c3)nc2c1,1%,2
CCS(=O)(=O)N1CCc2cc(C(=O)CSc3cccc(OC)c3)ccc21,-17%,14
CCCNc1c(NC(=O)NCC2CCCO2)c(=O)oc2ccccc12 (stereo unspecified),-3%,2
CCCCCn1nnnc1C1(C)CCC(=O)N1Cc1ccco1 (stereo unspecified),-46%,0
Oc1ccc2ccccc2c1C=NCCSSCCN=Cc1c(O)ccc2ccccc12,?,-2
O=C(NC1CCN(Cc2ccccc2)C1)c1c[nH]c2ccccc12 (stereo unspecified),?,11
# Next compounds:
SMILES,12-LOX inh,LDHA inh
Cc1[nH]c2ccccc2c1CC(=O)NCc1ccc(CN2CCCC2)cc1,0%,11
CCCCCCCCN1C(=O)[C@H](CC(=O)NCCCOCCCC)C[C@@]2(C(=O)OC)CCCCC=C12,-4%,8
CCCCc1ccc(NC(=S)NNC=O)cc1,?,-13
COc1ccc(Nc2nc(N3CCN(c4ccccc4OC)CC3)nc3c2cnn3C)cc1,16%,11
COc1cccc(NC(=O)COc2nc(C(C)C)c3c(c2C#N)CCC3)c1,-21%,5
CC(NC(=O)CC12CC3CC(CC(C3)C1)C2)C1CC2CCC1C2 (stereo unspecified),-1%,11
COc1cc2c(cc1OC)C(c1ccccc1)N(CC(=O)Nc1ccc(NC(C)=O)cc1)CC2 (stereo unspecified),-2%,-1
Cc1ccc(-c2ccc(/C=C/C(=O)c3ccco3)o2)cc1,?,4
CCOCCCNC(=O)c1cc(C)nc2ccc(C)cc12,11%,3
O=C1NC2(CCCCCC2)NN1c1ccc(Br)cc1,?,2
COc1cc(F)ccc1NC(=O)Cc1nn(C)c(=O)c2ccccc12,4%,3
CC(=O)c1c[nH]c(C(=O)NC(c2cccc(F)c2)c2nccn2C)c1 (stereo unspecified),22µM*,-3
O=C(NCC(c1ccccc1)c1c[nH]c2ccccc12)c1cc[n+]([O-])cc1 (stereo unspecified),?,-6
Nc1nccnc1C(=O)Nc1cccc(F)c1,6%,7
N#Cc1c(NC(=O)c2ccn(C(F)F)n2)sc2c1CCCC2,6%,1
Cc1ccccc1NC(=O)c1nc2ccccc2nc1N1CCCCC1,13%,1
c1ccc(CNCc2cccc(Oc3nnnn3-c3ccccc3)c2)cc1,-12%,6
COc1cc(C(=O)NCc2n[nH]c(=O)c3ccccc23)cc(OC)c1OC,-4%,-1
Cc1ccc(S(=O)(=O)Cc2ccc(Cl)cc2)cc1,8%,-8
CCCCN(CC)C(=O)c1csc(Nc2ccccc2C)n1,?,-1
O=CNC12CC3CCC(CC(C3)C1)C2,17%,3
Cc1ccccc1S(=O)(=O)n1cc2c(=O)n(C)c(=O)n(C)c2n1,?,9
CCOc1cc(CN(CC(=O)NC(=O)NC)C2CC2)ccc1OC(F)F,-25%,12
N#CCSc1ccnc(SCC#N)n1,-2%,2
CCOc1cccc(/C=C/C(=O)c2ccc(Br)cc2)c1OC,?,10
# Additional compounds
SMILES,12-LOX inh,LDHA inh
N#Cc1ccc(NC(=O)N2CCN(Cc3nc(-c4cccc(C(F)(F)F)c4)no3)CC2)cc1,-27%,3
Cn1ccnc1C(=O)c1cccc(NC(=O)C(=O)NCCO)c1,-16%,4
CC(=O)n1nc(NCc2c(F)cccc2Cl)nc1NCc1c(F)cccc1Cl,?,1
COc1cc(NC(=O)CSc2nc(Cl)nc3nc[nH]c23)cc(OC)c1OC,2%,4
Nc1ccc2oc(-c3ccccc3)cc2c1,?,10
O=c1oc2ccc(F)cc2cc1S(=O)(=O)N1CCc2ccccc2C1,4%,-9
Cc1c(CC(=O)NCc2ccc(Cl)cc2)c(=O)oc2c(C)c(O)ccc12,?,10
CCCCNC(=O)NC(C(N)=O)C(N)=O,-19%,-6
Cc1cc(C)cc(Cn2cc(CN3CC(N4CCN(CCO)CC4)CS3(=O)=O)nn2)c1 (stereo unspecified),?,-4
Cc1ccc2c(C)cc(SCC(=O)N3CCOCC3)nc2c1,?,6
O=C(c1cc(=O)c2ccccc2o1)N(Cc1ccco1)C1CCS(=O)(=O)C1 (stereo unspecified),1%,10
Cc1nn(Cc2ccccc2)c(C)c1CNS(=O)(=O)c1cccc(C#N)c1,?,25
CCCc1c(C)nc2ccc(C)cc2c1SCCC(=O)O,-5%,-8
Cn1c(C(=O)Nc2ccccc2Cl)c(Cl)c2ccccc21,6%,12
CCOC(=O)[C@]12CCCC=C1N(Cc1ccccc1)C(=O)[C@H](CC(=O)NCc1ccc(C)o1)C2,-1%,-2
Cn1c(=O)[nH]c(=O)c2c1nc(CN1CCOCC1)n2Cc1ccc(Cl)c(Cl)c1,-1%,4
COc1ccc(C(=O)Nc2ccc3oc(-c4cccc(Cl)c4)nc3c2)cc1,?,7
CC(NCc1ccc(-c2ccccc2)o1)c1ccccc1 (stereo unspecified),?,-3
CCc1ccc(-c2csc(/C(C#N)=C\Nc3ccccc3C)n2)cc1,-16%,4
CCCc1noc(CCC(=O)Nc2ccccn2)n1,?,2
Cc1ccc(-c2nnn(CC(O)COc3cc(C)ccc3C)n2)cc1 (stereo unspecified),?,-1

# Compound activity from PubChem BioAssay.
